TbPYK inhibitor = inhibitors of Trypanosoma brucei pyruvate kinase. 0.12% of 410,000 active. Potency, µM (doses to about 76.8 µM), for inactives: at the top dose activity, negative = inhibition, hits mostly inhibitors. TbPYK enzyme, Kinase-Glo Plus ATP luminescence, 45 min. Q57TT1; further: potency means the concentration at half of the fitted maximal effect; on the % scale 0 is the no-effect control and ±100 the full control effect; nearly all actives have a fitted effect of over 50% in size
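T. brucei PYK with substrate was exposed to pin-transferred compounds across a concentration series, then started with 130 uM ADP (final). After 45 min at room temperature, Kinase-Glo Plus luminescence was read, normalized and curve-fitted.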
Pf growth 96h = inhibits malaria parasite growth, 96 h | AID 504834 | Potency, µM (titrated, usually from 28.7 µM), for the others: top-dose activity change, negative = inhibition, actives largely listed as inhibitors | P. falciparum luciferase reporter growth, 96 h | 6.9% of 320,000 active; further: potency means the concentration at half of the fitted maximal effect; on the % scale 0 is the no-effect control and ±100 the full control effect
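96 h incubation, 37 C, 5% CO2, of luciferase-reporter P. falciparum-infected RBCs (2% hematocrit, 0.05% parasitemia final) with test compounds; endpoint luminescence.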
Shiga inhibitor = Shiga toxin inhibition; inhibition, % at 38.7 µM; 9.2% of 290,000 active; Vero cells, Shiga toxin protein synthesis inhibition reporter; AID 2315; in the data active means inhibition mostly above about 28%, no sharp cut-off; inactive means mostly below about 43%; further: 0% is about no effect
Cycloheximide cs = affects cycloheximide protein synthesis inhibition readout, counter-screen. AID 2314. 12% of 300,000 active. max response, %. cell reporter, cycloheximide protein synthesis inhibition counterscreen; in the data active means max response mostly above about 13%, no sharp cut-off; inactive means mostly below about 14%; further: read at 38.3 µM for the half of the compounds with a filed dose; 0% is about no effect
AmpC no deterg = blocks E. coli AmpC beta-lactamase in detergent-free assay; P00811; AmpC nitrocefin hydrolysis, absorbance 480 nm, 0.0001% Triton; Potency, µM (doses to about 57.1 µM), for inactives: top-dose activity change, negative = inhibition, usual class: inhibitors; 0.52% of 330,000 active;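 further: potency means the concentration at half of the fitted maximal effect; plate controls were no compound for no effect and no enzyme for full effect; nearly all actives have a fitted effect of over 20% in size; some results filed as inactive show a strong effect at the top dose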
Target sequence (P00811 whole entry, looked up): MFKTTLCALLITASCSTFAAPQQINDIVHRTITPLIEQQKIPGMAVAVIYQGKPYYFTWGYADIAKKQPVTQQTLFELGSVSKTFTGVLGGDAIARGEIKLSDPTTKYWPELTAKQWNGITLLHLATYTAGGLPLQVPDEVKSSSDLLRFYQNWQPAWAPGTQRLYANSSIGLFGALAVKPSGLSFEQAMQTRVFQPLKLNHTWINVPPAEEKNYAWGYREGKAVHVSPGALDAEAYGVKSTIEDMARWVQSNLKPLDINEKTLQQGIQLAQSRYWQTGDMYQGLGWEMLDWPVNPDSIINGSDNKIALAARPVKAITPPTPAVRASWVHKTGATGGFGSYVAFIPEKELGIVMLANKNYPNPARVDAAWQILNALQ
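20 mM phosphate pH 7.0 + 0.01% (detergent screen) or 0.0001% Triton X-100; 5.3 nM AmpC reagent; cpd preinc 15 min RT; nitrocefin (800 uM stock) to start; A480 q20 s × 4 min; Activity was normalised to no-enzyme and no-compound control wells.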
LmPK inh = blocks Leishmania mexicana pyruvate kinase activity. Q27686. purified LmPK, Kinase-Glo ATP luminescence, 1 h. Potency, µM (top dose mostly 57.5 µM), inactives show top-dose activity change, negative = inhibition, hits mostly inhibitors. 0.37% of 290,000 active; further: potency means the concentration at half of the fitted maximal effect; on the % scale 0 is the no-effect control and ±100 the full control effect
Target sequence (Q27686 whole entry, looked up): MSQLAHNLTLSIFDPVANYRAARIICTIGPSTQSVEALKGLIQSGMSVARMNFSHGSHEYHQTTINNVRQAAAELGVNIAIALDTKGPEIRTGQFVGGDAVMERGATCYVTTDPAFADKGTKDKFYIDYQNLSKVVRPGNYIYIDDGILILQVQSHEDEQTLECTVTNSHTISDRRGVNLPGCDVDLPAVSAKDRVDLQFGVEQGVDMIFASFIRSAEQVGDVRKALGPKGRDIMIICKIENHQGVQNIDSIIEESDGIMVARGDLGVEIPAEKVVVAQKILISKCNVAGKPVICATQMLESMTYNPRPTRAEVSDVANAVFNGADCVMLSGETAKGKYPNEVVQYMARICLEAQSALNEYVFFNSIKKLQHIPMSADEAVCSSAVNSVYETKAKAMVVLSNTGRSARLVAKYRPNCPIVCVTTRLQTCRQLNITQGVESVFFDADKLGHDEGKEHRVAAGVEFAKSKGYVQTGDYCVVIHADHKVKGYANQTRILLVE
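In 50 mM imidazole pH 7.2 with 7 mM MgCl2, LmPK (0.1 nM) turned over PEP (0.5 mM) and ADP (0.1 mM) for 1 h at room temperature. Luciferase read-out of ATP.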
Pf growth 48h = inhibits P. falciparum growth in the first generation, 48 h. P. falciparum luciferase growth in erythrocytes, 48 h. 5.9% of 310,000 active. Potency, µM (titrated, usually from 28.7 µM), for inactives: top-dose activity change, negative = inhibition, usual class: inhibitors; further: potency means the concentration at half of the fitted maximal effect; on the % scale 0 is the no-effect control and ±100 the full control effect
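First compound was added to culture medium, then infected red cells at 0.1% parasitemia and 2% hematocrit (final). After incubation at 37 C under 5% CO2, luciferase detection reagent was dispensed and light output recorded.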
Starred values were filed as active, the others as inactive; ? = inconclusive; / = no result given; [ ] = remark or other dose. Unless noted, the call rests on the fitted dose curve; in most records, active means well fitted curve in the direction sought with a large enough effect; inconclusive means small, poorly fitted or top-dose-only effect, or another doubt; inactive means no such curve, though single readings can be large; an effect the other way counts as inactive or inconclusive.

SMILES	TbPYK inhibitor	Pf growth 96h	Shiga inhibitor	Cycloheximide cs	AmpC no deterg	LmPK inh	Pf growth 48h
COC(=O)C1=C(c2cccc(OCc3ccccc3)c2)C[C@@H]2CC[C@H]1N2C(=O)NCCc1ccc(F)cc1	4%	?	/	/	-11%	/	7.4µM*
Cc1ccc2c(c1)c1c3n2CCCNC3CCC1 (stereo not drawn)	2%	92%[activator]	-11	2	-15%	0%	/
COc1cc2cc(CN(CCN3CCCC3)C(=O)Nc3ccccc3Cl)c(=O)[nH]c2cc1OC	2%	/	12	-4	98%[activator]	-2%	?
COc1ccccc1NC(=O)CSc1nc2ccccc2c(=O)n1CCNC(C)=O	-4%	8.3µM*	-25	-4	45%	3%	?
COc1ccc(NC(=O)N2CCCC(C(=O)Nc3cccc(C)c3C)C2)cc1 (stereo not drawn)	-2%	52%[activator]	-9	0	-2%	-7%	3%
Cc1nn(CCOc2ccccc2)c(=O)n1-c1ccc(F)cc1	9%	31%[activator]	62*	32*	-1%	-1%	38%[activator]
CC1CCC/C(=N/Nc2nc3ccccc3s2)C1 (stereo not drawn)	-9%	81%[activator]	123*	45*	-31%	-10%	0%
Cc1ccc(NC(=O)CC2NCCNC2=O)cc1Cl (stereo not drawn)	1%	12%	33	13	-5%	0%	17%
O=C(CCl)NN1C(=O)NC(c2ccccc2)(c2ccccc2)C1=O	1%	?	19	-5	-6%	-5%	?
Cn1cnc(S(=O)(=O)N2CCN(c3ccc(Cl)cc3)CC2)c1	3%	?	-8	1	31%	-1%	22%
CCn1cc(CCC(=O)NCCN2CCOCC2)c2ccccc21	-5%	30%[activator]	-13	-2	-8%	2%	39%[activator]
COc1ccc(C(=O)CN2C(=O)c3ccccc3S2(=O)=O)cc1	-4%	76%[activator]	-22	-6	-3%	2%	7.4µM*
Cc1cc(C)cc(OC(C)C(=O)Nc2ccc3c(c2)n(C)c(=O)n3C)c1 (stereo not drawn)	-22%	0.93µM*	-1	-3	40%	-2%	-6%
CCCC1C(=O)N2C(N(C)C)=Nc3ccc(C)cc3N2C1=O (stereo not drawn)	-10%	12%	/	/	-10%	/	31%[activator]
Cc1cc(C(=O)N/N=C/c2cc(Br)c(Br)o2)n[nH]1	-6%	-4%	80*	23*	-19%	2%	12%
COCCCN(C(=O)Cc1coc2cc(C)c(C)cc12)c1c(N)n(Cc2ccccc2)c(=O)[nH]c1=O	1%	?	/	/	52%	/	?
CCOC(=O)c1c(NC(=O)CSc2nncs2)sc(C)c1C	-12%	12%	-20	-3	-29%	5%	14%
COc1cc(C(=O)Nc2ccc3c(c2)OCO3)ccc1-n1cnnn1	-6%	?	-11	-1	-17%	-3%	-7%
Cc1cc(Br)ccc1OCc1nc(-c2cccnc2)no1	2%	23%	25	12	-11%	0%	?
O=C(NNC1CC(=O)N(c2ccccc2)C1=O)c1ccc(COc2ccccc2Cl)o1 (stereo not drawn)	6%	3%	-4	1	-4%	2%	-5%
Cc1csc(NC(=O)CSc2nc3nc(C)cc(C)n3n2)n1	0%	-24%	/	/	-19%	/	-24%
CN(C)/C=C/C(=O)c1ccc([N+](=O)[O-])c(CS(=O)(=O)c2ccc(Cl)cc2)c1	-6%	-4%	-3	-5	?	-5%	-17%
Cc1noc(C)c1CSc1nnc(-c2ccccc2)n1Cc1ccco1	-6%	-26%	0	0	1%	-5%	-9%
Cc1cccc(NC(=O)c2cc(NC(=O)C3CC=CCC3C(=O)O)ccc2N2CCOCC2)c1 (stereo not drawn)	0%	3%	-2	1	-19%	3%	-9%
Cc1nc2ncnn2c(N2CCCC(C(=O)Nc3ccc4c(c3)CCC4)C2)c1C (stereo not drawn)	-5%	154%[activator]	6	6	111%[activator]	-7%	5.2µM*
O=C(Cn1cnc2c(nnn2Cc2ccccc2F)c1=O)NCC1CCCO1 (stereo not drawn)	6%	8%	13	5	-18%	5%	4%
COc1ccc(CCN2Cc3c(cccc3[N+](=O)[O-])C2=O)cc1OC	-15%	-11%	-4	3	0%	-1%	/
CN1CCN(CC(=O)Nc2cc(N3CCOCC3)ccc2[N+](=O)[O-])CC1	-4%	40%[activator]	-4	1	-22%	-3%	40%[activator]
O=C(OCc1nnc(-c2ccccc2)o1)c1ccc2ccccc2n1	-10%	23%	26*	12*	-18%	-4%	29%
C#CC1(O)CCC2C3CCC4=CC(=O)CCC4(C)C3CCC21C (stereo not drawn)	7%	?	/	/	/	/	-9%

Exported bar-delimited: part of the list above
compound | TbPYK inhibitor | Pf growth 96h | Shiga inhibitor | Cycloheximide cs | AmpC no deterg | LmPK inh | Pf growth 48h
Cc1noc(C)c1CSc1nnc(-c2ccccc2)n1Cc1ccco1 | -6% | -26% | 0 | 0 | 1% | -5% | -9%
CN1CCN(CC(=O)Nc2cc(N3CCOCC3)ccc2[N+](=O)[O-])CC1 | -4% | 40%[activator] | -4 | 1 | -22% | -3% | 40%[activator]

(further entries)
SMILES	TbPYK inhibitor	Pf growth 96h	Shiga inhibitor	Cycloheximide cs	AmpC no deterg	LmPK inh	Pf growth 48h
C=CCNC(=O)CC1C(=O)NCCN1Cc1c(F)cccc1Cl (stereo not drawn)	2%	?	-22	-4	-11%	-12%	24%
CCCCN(CC)Cc1ccc(CNC(=S)Nc2cccc(F)c2)o1	3%	131%[activator]	22	3	35%	2%	?
COCCNC(=O)[C@@]1(C)C=C[C@@H](Cc2ccccc2)N1C(=O)c1ccccc1	2%	-15%	28*	21*	14%	1%	?
CSC1=C(C#N)C(c2ccncc2)C(C(=O)Nc2ccccc2)=C(C)N1 (stereo not drawn)	-3%	32%[activator][5.75 µM]	28	-7	-45%	-3%	-4%
Cc1ccc(NC(=O)CSc2nnc(CNC(=O)c3ccccc3F)o2)cc1Cl	-1%	?	-11	7	-6%	-10%	32%[activator]
CCc1ccc(C(=O)CN2C(=O)NC(C)(CCc3ccccc3)C2=O)cc1 (stereo not drawn)	-4%	22%	-2	-2	0%	1%	9%
COc1ccc(-c2nc(CN(C)C(C)c3ccon3)c(C)o2)c(C)c1C (stereo not drawn)	1%	22%	13	7	138%[activator]	-5%	?
COc1ccccc1CCC(=O)Oc1ccc(C#N)cc1OC	0%	?	-24	-4	59%	-9%	-6%
Cc1ccc(CNC(=O)N2CCN(S(=O)(=O)c3ccccc3)CC2)cc1	2%	14%	-7	-1	-13%	-4%	27%
CCC1=NN(C(=O)c2ccc([N+](=O)[O-])cc2)C(O)(c2ccccc2)C1 (stereo not drawn)	-15%	?	/	1	-29%	-11%	?
O=C(/C=C/c1ccccc1)Nc1ccc(C(=O)N2CCCCC2)cc1	-1%	-5%	44*	14	-2%	1%	2%
COc1ccc(CN(C)Cc2nc3cc(OC)c(OC)cc3c(=O)[nH]2)c(OC)c1	4%	-20%	9	-2	20%	-3%	0%
O=C(CCC(=O)n1ncc2ccccc21)NCc1ccccc1Cl	-12%	26%	-2	-1	-20%	2%	28%
Cc1cc(NC(=S)NC(=O)C2CC2)ccc1Br	2%	-9%	128*	51*	-27%	-1%	7%
Cc1ccc(-n2cc(C(=O)O)c(=O)cc2C)c(C)c1	2%	-12%	-21	-6	-23%	-6%	0%

Part of the list above, limited to Cycloheximide cs and Shiga inhibitor.
| Compound | Cycloheximide cs | Shiga inhibitor |
| --- | --- | --- |
| Cc1ccc(CNC(=O)N2CCN(S(=O)(=O)c3ccccc3)CC2)cc1 | -1 | -7 |
| CCc1ccc(C(=O)CN2C(=O)NC(C)(CCc3ccccc3)C2=O)cc1 (stereo not drawn) | -2 | -2 |
| Cc1cc(NC(=S)NC(=O)C2CC2)ccc1Br | 51* | 128* |

Compound profiles (already shown). Order of screens: TbPYK inhibitor, Pf growth 96h, Shiga inhibitor, Cycloheximide cs, AmpC no deterg, LmPK inh, Pf growth 48h
Listed for COc1cc2cc(CN(CCN3CCCC3)C(=O)Nc3ccccc3Cl)c(=O)[nH]c2cc1OC → 2%, /, 12, -4, 98%[activator], -2%, ?
Listed for Cc1cc(C)cc(OC(C)C(=O)Nc2ccc3c(c2)n(C)c(=O)n3C)c1 (stereo not drawn) → -22%, 0.93µM*, -1, -3, 40%, -2%, -6%

(continued)
SMILES	TbPYK inhibitor	Pf growth 96h	Shiga inhibitor	Cycloheximide cs	AmpC no deterg	LmPK inh	Pf growth 48h
Cc1nn(CC(=O)Nc2ccc(N3CCOCC3)cc2)c(C)c1Br	0%	22%	-4	1	-17%	6%	44%[activator]
COc1ccc(C[C@H]2CN3C(=NC[C@@H]3Cc3ccc(O)cc3)N2CCNC(=O)c2ccc(C)c(Br)c2)cc1	1%	1.2µM*	-3	-4	20%	4%	3.7µM*
CCCCCCCCc1c(O)nc(-n2[nH]c(C)c(CCO)c2=O)[nH]c1=O	-22%	?	15	-6	-17%	-3%	-14%
CC12/C(=N/O)C3C4CC5C3/C(=N/O)C1C5C42 (stereo not drawn)	4%	1%	21	-4	-15%	-1%	5%
CN(C)NC1CCS(=O)(=O)C1 (stereo not drawn)	4%	8%	-2	-2	-6%	3%	16%
CCCc1nnc(NC(=O)Cn2c(=O)oc3ccccc32)s1	-3%	22%	6	2	-7%	2%	28%
Cc1ccc(C)c2[nH]c(=O)c(CCNC(=O)c3ccco3)cc12	-16%	-1%	-1	16	0%	3%[11.5 µM]	4%
COc1cc(OC)cc(C(=O)NCCC(=O)NCCc2ccc(OC)c(OC)c2)c1	-6%	?	-15	-3	-12%	-7%	32%[activator]
O=C(COc1cc2oc(=O)c3c(c2cc1Cl)CCCC3)N1C[C@H]2C[C@@H](C1)c1cccc(=O)n1C2	8%	?	14	-1	9%	-4%	30%
C=CCn1c(N)c(C(=O)Nc2cccc(C)c2)c2nc3ccccc3nc21	-7%	-21%	8	1	51%	1%	-3%
COc1ccccc1CNC(=S)NCc1ccc(F)cc1	3%	?	3	9	-27%	-11%	?
COc1cc(C)c(C#N)c(OC)n1	-6%	29%	-8	-4	-13%	1%	21%
CCN(Cc1ccccc1)C(=O)CSc1nc(C)cc(C)c1C#N	-4%	10µM*	-14	-5	-8%	6%	?
CCOC(=O)N1CCN(C(=O)COc2ccc(Cl)cc2C)CC1	3%	/	-17	-4	33%	0%	-13%
CCn1c(Cc2cccs2)nnc1SCC(=O)c1ccc(C)cc1	-12%	?	41*	35*	-5%	-5%	/
